Screening results (PubChem BioAssay)
DDE Tn6 FP inh – inhibitors of Tn6 peptide binding to fibrin DD(E), primary screen, biochemical, fluorescence polarization, human fibrin, Tn6 probe; AID 720509, 2013; 370,000 tested, 0.21% active; Fibrinogen beta chain (Homo sapiens), P02675; Fibrin DD(E) TRITC-Tn6 fluorescence polarization displacement; inhibition, % at 8.3 µM;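 active means inhibition above a per-campaign cutoff: mean of compounds within control limits plus 3 SD, cut at about 15% in these data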;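 further: 0% = median of all compound wells on the plate and 100% = blocking peptide control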
TDP2 inh – human TDP2 enzyme inhibitors, primary screen, biochemical, epi absorbance, recombinant enzyme. Tyrosyl-DNA phosphodiesterase 2 (Homo sapiens), O95551. inhibition, % at 12.8 µM. T5PNP hydrolysis, p-nitrophenol absorbance 415 nm. 370,000 tested, 0.34% active;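 active means inhibition above the mean of all tested compounds plus 3 SD, set per campaign, cut at about 25% in these data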;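 further: 0% = DMSO with enzyme and 100% = buffer with substrate but no TDP2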
Target sequence (O95551 whole entry, looked up): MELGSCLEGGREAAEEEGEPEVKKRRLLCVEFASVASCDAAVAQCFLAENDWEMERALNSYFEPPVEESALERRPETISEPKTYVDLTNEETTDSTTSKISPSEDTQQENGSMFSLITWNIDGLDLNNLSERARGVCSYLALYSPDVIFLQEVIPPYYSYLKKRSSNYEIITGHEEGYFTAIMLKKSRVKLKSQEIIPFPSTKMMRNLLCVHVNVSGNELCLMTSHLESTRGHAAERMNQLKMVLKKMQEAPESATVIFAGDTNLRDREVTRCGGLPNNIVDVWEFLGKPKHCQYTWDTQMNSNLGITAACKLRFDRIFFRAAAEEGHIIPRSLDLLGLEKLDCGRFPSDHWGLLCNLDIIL
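test system = human TDP2 enzyme | input = TDP2 enzyme at 120 nM final | medium = 50 mM Tris-HCl pH 7.5 with Mg2+, KCl, DTT, BSA | also added = T5PNP substrate, 5 mM | times = 2 h at 37 °C | technique = epi absorbance | benchmarks = high control without enzyme, low control DMSO plus TDP2 | replication = each compound tested once, singlicate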
ASAP1 inh – inhibitors of human ASAP1 ArfGAP activity, primary screen, biochemical, fluorescence polarization | Arf-GAP with SH3 domain, ANK repeat and PH domain-containing protein 1 (Homo sapiens), … | ASAP1-stimulated ARF1 GTP hydrolysis, GDP FP detection | inhibition, % at 16.5 µM | 360,000 tested, 0.19% active | AID 624377, 2012; in the data active means inhibition above about 25%;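 further: 0% = vehicle with enzyme and substrate and 100% = no enzyme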
Target sequence (Q9ULH1 325-724 limits assumed): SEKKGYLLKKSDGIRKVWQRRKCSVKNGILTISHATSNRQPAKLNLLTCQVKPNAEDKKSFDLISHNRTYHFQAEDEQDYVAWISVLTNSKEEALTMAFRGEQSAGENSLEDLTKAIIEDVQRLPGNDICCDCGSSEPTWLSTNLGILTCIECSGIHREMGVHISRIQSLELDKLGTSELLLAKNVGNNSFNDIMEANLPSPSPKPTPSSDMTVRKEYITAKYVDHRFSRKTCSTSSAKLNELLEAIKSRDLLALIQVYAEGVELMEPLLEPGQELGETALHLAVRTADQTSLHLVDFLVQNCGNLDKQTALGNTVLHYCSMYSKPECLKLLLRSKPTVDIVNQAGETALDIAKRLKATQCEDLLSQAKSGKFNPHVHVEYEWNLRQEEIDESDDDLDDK
PLCg1 inh – PLC-gamma1 enzyme inhibitors, primary screen, biochemical, fluorescence, purified enzyme; inhibition, % at 12.2 µM; fluorogenic substrate; 1-phosphatidylinositol 4,5-bisphosphate phosphodiesterase gamma-1 (Homo sapiens), P19174; 370,000 tested, 0.84% active; in the data active means inhibition above about 9.5%
Tn7 DDE FP – inhibitors of Tn7 peptide binding to fibrin DD(E), primary screen, biochemical, fluorescence polarization, human fibrin, Tn7 probe. 370,000 tested, 0.13% active. AID 720508, 2013. Fibrinogen beta chain (Homo sapiens), P02675. inhibition, % at 8.3 µM. FP displacement of FITC-Tn7 peptide from fibrin DD(E); 0% = median of compound wells per plate;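 active means inhibition above the mean of compounds falling within the control limits plus 3 SD of them, cut at about 14% in these data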;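 further: 0% = plate median of compound wells and 100% = 10 µM Aha-Tn7 peptide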
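Assay system: Human fibrin DD(E) protein | Medium: Tris buffer with calcium and detergent, pH 7.8 | Reagent: 0.1 µM fluorescent Tn7 | Compound dosing: Single point at 8.3 µM | Times: 10 min preincubation, 3 h with tracer, room temperature | Detection: Fluorescence polarization of the labelled Tn7 tracer | Controls: Aha-Tn7 high control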
ADAM17 inh – ADAM17 inhibitors, primary screen, biochemical, QFRET. Disintegrin and metalloproteinase domain-containing protein 17 (Homo sapiens), P78536. 370,000 tested, 0.83% active. recombinant ADAM17, EDANS/DABCYL FRET peptide cleavage. inhibition, % at 6.95 µM;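 active means inhibition above the mean of compounds lying between control limits plus 3 SD, set per campaign, cut at about 8.5% in these data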;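 further: 0% = DMSO-only wells as the low control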
SIAE primary – human SIAE inhibitors, primary screen, biochemical, fluorescence polarization, FP-Rh probe, 1536-well HTS. Sialate O-acetylesterase (Homo sapiens), Q9HAT2. SIAE FP-Rh probe binding. inhibition, % at 9.66 µM. 370,000 tested, 0.69% active. AID 1053197, 2014;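 active means inhibition above a cutoff: mean of compounds within the control limits plus 3 SD of those, cut at about 17% in these data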;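 further: 0% = plate median of compound wells and 100% = probe without SIAE protein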
PLC-beta3 inh – human PLC-beta3 inhibitors, primary screen, biochemical, fluorescence. Purified PLC-beta3, fluorogenic substrate. 370,000 tested, 0.18% active. AID 720704, 2013. 1-phosphatidylinositol 4,5-bisphosphate phosphodiesterase beta-3 (Homo sapiens), Q01970. inhibition, % at 12.2 µM; in the data active means inhibition above about 11%;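 further: 0% = median of compound wells on plate and 100% = full blocker control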
ARFGAP1 inhibitor – inhibitors of rat ARFGAP1 GAP activity, primary screen, biochemical, fluorescence polarization, GDP tracer. Arfgap1-stimulated ARF1 GTP hydrolysis, GDP FP detection. 360,000 tested, 0.26% active. inhibition, % at 16.5 µM;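 active means inhibition above a per-plate limit, mean inhibition of low control wells plus 3 SD, cut at about 25% in these data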;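 further: 0% = DMSO wells with enzyme and 100% = wells lacking Arfgap1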
Target sequence (Q62848 1-136 limits assumed): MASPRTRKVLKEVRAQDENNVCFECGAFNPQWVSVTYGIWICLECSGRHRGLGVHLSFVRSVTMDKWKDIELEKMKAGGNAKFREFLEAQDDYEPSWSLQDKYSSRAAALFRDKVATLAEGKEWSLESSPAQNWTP
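System: truncated rat Arfgap1 GAP domain / Benchmarks: high control wells lacking Arfgap1, low control full reaction with DMSO / Times: compound-enzyme preincubation 20 min, reaction 120 min, detection 60 min, 25 °C / Repeats: one replicate per compound / Also added: human ARF1(Δ1-17)-GTP substrate / Measured by: Tracer-displacement fluorescence polarization with EDTA stop, 620/688 nm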
ADAM10 inh – human ADAM10 inhibitors, primary screen, biochemical, QFRET, HTS; recombinant ADAM10, EDANS/DABCYL FRET peptide cleavage, 3 h; 370,000 tested, 0.62% active; inhibition, % at 7 µM;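 active means inhibition above a per-campaign cutoff equal to the mean of compounds falling between control-based bounds plus 3 SD, cut at about 20% in these data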;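 further: 0% = DMSO wells while the 100% control is not disclosed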
An asterisk follows results filed as active; i = inactive; · = not tested or not shown.

ARFGAP1 inhibitor	ADAM10 inh	ADAM17 inh	TDP2 inh	DDE Tn6 FP inh	Tn7 DDE FP	PLCg1 inh	SIAE primary	PLC-beta3 inh	ASAP1 inh	compound
-10	-7	-3	-4	0	-1	-1	-4	-2	-1	CCOc1ccccc1/C=N/NC(=O)CSc1n[nH]c(=O)[nH]c1=O
-13	-6	-5	6	-6	-2	0	-5	-2	-11	COCCCn1cc(CN2CC(N3CCSCC3)CS2(=O)=O)nn1 (stereo not given)
-13	-2	-4	5	-1	0	3	2	-6	-7	COC(=O)N/N=C\c1ccc(OC/C=C/c2ccccc2)cc1
-3	-5	-3	13	1	-5	3	5	-6	-3	COc1ccccc1N1CCN(C(c2cccs2)C(C)NC(=O)c2ccco2)CC1 (stereo not given)
-7	-17	-6	-7	1	-3	-7	-2	-14	-5	CCOc1ccc(CN2CCNC(=O)C2CC(=O)N(C)CC2CCOCC2)cc1 (stereo not given)
-1	-5	-2	5	1	-1	2	13	-6	5	COCCn1c(=O)c2c(nc3n2CC(C)CN3CCc2ccccc2)n(C)c1=O (stereo not given)
-2	7	6	-2	2	2	10*	-7	14*	-6	C=CCNC(=O)C(C(=O)OCC)C1CCCCC1 (stereo not given)
0	4	-6	-2	3	6	-1	-1	1	5	CCc1c(C)nc(N2CCN(Cc3ccccc3)CC2)[nH]c1=O
-10	-6	-3	3	-6	1	-3	13	0	-6	CCN(C(=O)CSc1nnc2ccccn12)c1c(N)n(Cc2ccccc2)c(=O)[nH]c1=O
-2	-8	-2	-6	6	1	-2	-9	2	-3	O=c1ccn([C@@H]2O[C@H](CNS(=O)(=O)C3CC3)[C@@H](O)[C@H]2O)c(=O)[nH]1
-3	-10	-3	4	-10	-3	0	-14	1	-7	COc1cc(OC)cc(-c2nc3cc(C)ccc3o2)c1
9	-9	-2	-4	0	-3	-2	-4	-9	-5	CCCc1nc2oc3ccccc3c(=O)c2c(=O)n1-c1ccc(C)cc1
6	-17	-1	-11	6	9	1	3	-1	10	O=C1NC(=O)C(c2ccccc2)(C2CCCC2)N1 (stereo not given)
7	-15	-6	-6	-2	7	-32	-4	-49	2	O=C(O)c1ccc2c(=O)n3c(nc2c1)/C(=C/c1ccc(Cl)cc1Cl)CC3
-3	0	-1	0	5	0	-1	0	3	19	O=C(c1nnc(-c2ccc(Cl)cc2)o1)C1CCCC1
2	11	0	11	0	2	3	-5	-4	-7	COc1ccccc1C(=O)Nc1ccccc1C(=O)Nc1ccccc1
-1	8	-3	14	5	9	1	1	1	5	CCSc1cnn(-c2ccccc2)c(=O)c1SCC
·	4	5	-19	-2	-1	9.8*	-6	-2	·	Cc1onc(-c2ccc(Cl)cc2)c1-c1ccn(S(=O)(=O)c2cccc(Cl)c2)n1
5	-2	-6	6	5	-3	-1	-3	-2	-10	Cc1c(C(=O)O)oc2ccc(S(=O)(=O)NCc3ccc(F)cc3)cc12
20	-212	-45	1	-2	-3	-490	-25	i	10	O=C(NC1CCCCC1)C(c1ccc(C(F)(F)F)cc1)n1c(=O)c(-c2cc3ccccc3[nH]2)nc2ccccc21 (stereo not given)
4	-6	8	-11	-2	-3	11*	-12	8	25	COc1ccccc1C(=O)Nc1ccccc1N1CCN(S(C)(=O)=O)CC1
-1	-6	-5	4	-2	4	2	11	-4	8	CC(NC(=O)CCC(=O)c1ccc(F)cc1)C1CC2CCC1C2 (stereo not given)
-6	-5	-3	-5	0	-4	-17	1	-16	-1	Cc1c(Cl)cccc1NC(=S)NCc1cccn1C
0	1	1	-5	0	1	3	2	0	-1	Cc1cc(C(=O)Nc2ccc(N3CCOCC3)c3nonc23)ccc1[N+](=O)[O-]
6	-6	-4	-10	-8	-2	-52	6	-47	9	Nc1n[nH]c2cc(=O)n(-c3cccc(C(F)(F)F)c3)nc12
-7	-17	-4	-8	2	-1	1	6	0	20	Cc1cccc(C)c1NC(=O)C1(C)CN(S(C)(=O)=O)CC(=O)N1CCc1ccc(O)cc1 (stereo not given)
4	-3	1	-18	7	3	5	-11	4	4	COc1ccc(-c2nc(CS(=O)CC(=O)NCCCN3CC(C)CC(C)C3)c(C)o2)cc1OC (stereo not given)
0	4	-1	2	0	7	-1	-1	0	2	Cc1noc(C)c1C(=O)N1CC(C)OC(C)C1 (stereo not given)
4	10	-4	14	2	7	-3	2	-4	7	CC1CCC(C(C)C)C(OC(=O)CSc2n[nH]c(=O)[nH]c2=O)C1 (stereo not given)
-20	-331	-99	19	3	-5	-61	-3	-94	2	Cc1ccc(S(=O)(=O)N2CCOCC2)cc1NC(=O)COc1ccc2c(C)cc(=O)oc2c1

Shown as a hit in PLCg1 inh, among the entries above:
ARFGAP1 inhibitor	ADAM10 inh	ADAM17 inh	TDP2 inh	DDE Tn6 FP inh	Tn7 DDE FP	PLCg1 inh	SIAE primary	PLC-beta3 inh	ASAP1 inh	compound
-2	7	6	-2	2	2	10*	-7	14*	-6	C=CCNC(=O)C(C(=O)OCC)C1CCCCC1 (stereo not given)
·	4	5	-19	-2	-1	9.8*	-6	-2	·	Cc1onc(-c2ccc(Cl)cc2)c1-c1ccn(S(=O)(=O)c2cccc(Cl)c2)n1
4	-6	8	-11	-2	-3	11*	-12	8	25	COc1ccccc1C(=O)Nc1ccccc1N1CCN(S(C)(=O)=O)CC1

Single records, from the list above. Order of screens: ARFGAP1 inhibitor	ADAM10 inh	ADAM17 inh	TDP2 inh	DDE Tn6 FP inh	Tn7 DDE FP	PLCg1 inh	SIAE primary	PLC-beta3 inh	ASAP1 inh
Cc1onc(-c2ccc(Cl)cc2)c1-c1ccn(S(=O)(=O)c2cccc(Cl)c2)n1 in the list: ·	4	5	-19	-2	-1	9.8*	-6	-2	·
CC(NC(=O)CCC(=O)c1ccc(F)cc1)C1CC2CCC1C2 (stereo not given) in the list: -1	-6	-5	4	-2	4	2	11	-4	8

(next part)
ARFGAP1 inhibitor	ADAM10 inh	ADAM17 inh	TDP2 inh	DDE Tn6 FP inh	Tn7 DDE FP	PLCg1 inh	SIAE primary	PLC-beta3 inh	ASAP1 inh	compound
-7	-21	-3	0	-5	-2	-81	-16	-90	4	C=CCOC(=O)C1=C(C)NC(SCC)=C(C#N)C1c1ccc(Cl)cc1 (stereo not given)
4	-1	0	-5	2	8	5	-1	4	-7	c1ccc(COc2ncnc3c2ncn3CCCNCC(c2ccccc2)c2ccccc2)cc1
2	-11	-3	0	0	1	-15	0	-23	-7	Cc1ccc(NC(=O)C2CCN(c3cnccn3)CC2)cc1C
6	0	-4	9	-13	-1	-2	2	-4	-5	O=C1CC(=O)Nc2cc(S(=O)(=O)Nc3cccc(C(F)(F)F)c3)ccc2N1
-3	1	2	-3	-5	-5	4	5	2	-6	NC(=S)NN=C1CCCC(C(F)(F)F)C1 (stereo not given)
11	-331	-118	-2	0	1	-133	-3	-209	-7	CCc1cc(=O)oc2cc(C)cc(OC(C)C(=O)NCC(O)c3ccccc3)c12 (stereo not given)
·	-257	-77	-2	1	3	-270	-6	-329	·	Cc1cccc(C(=O)Nc2c(-c3ccccc3)nc3ncccn23)c1
6	-11	0	-1	-4	6	1	-3	5	3	CCOC(=O)C1=C(C)N(C[C@@H]2CC[C@@H](Cc3ccc(-c4ccccc4)cc3)O2)C(=O)NC1c1cccc2ccccc12 (stereo not given in full)
1	-72	-22	-5	-1	-8	-9	-3	-10	4	Cc1cc(=O)oc2cc(OCC3CC(c4ccc(Cl)cc4)=NO3)ccc12 (stereo not given)
-7	9	3	6	5	3	5	-1	2	4	Cc1ccc(C)c(NC(=O)c2cc3ccccn3n2)c1
-11	-4	-2	13	-7	2	3	9	-2	-8	COc1cccc(CNC(=O)c2ccc(C(=O)NCc3cccc(OC)c3)cc2)c1
2	1	-2	-9	-1	-6	-3	-2	-3	0	CCCCNC(=O)c1cc(-c2ccc(OC)c(OC)c2)on1
2	0	1	6	-7	-9	1	-11	1	3	O=C(c1ccco1)N1CCN(CCCCOc2ccc(F)cc2)CC1
4	3	0	1	-6	5	3	-11	1	-9	COc1ccc(NC(=O)c2nc(-n3nc(C)cc3C)ccc2Cl)cc1Cl
8	-1	-2	-6	-4	-2	9	5	3	-1	COc1ccc(/C=N/NC(=O)C(C)Sc2ccccn2)cc1[N+](=O)[O-] (stereo not given)
4	-3	-2	-1	4	2	0	7	-5	-11	COc1cccc(CNC(=S)Nc2cccc(Cl)c2C)c1
-1	13	0	-11	-1	-1	-26	7	-34	5	COCCN(CCOC)c1nc(-c2ccc(C)cc2)nc2ccccc12
-11	-17	-4	6	12	7	0	-5	-1	0	COCCCn1cc(CN2CC(N(C)C)CS2(=O)=O)nn1 (stereo not given)
